PhoP inhibition: PhoP-dependent GFP reporter repression – Salmonella Typhimurium, primary screen (AID 1863). 0.16% of 300,000 active. S. Typhimurium PhoP-regulated promoter GFP reporter, 4 h; higher % means a stronger effect. inhibition, % at 50 µM; hits with a dose series show IC50 in µM;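 active = inhibition over 29.93%, a cutoff 3 SD above the screen mean, later confirmed by dose response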;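 note: 0% = low Mg2+ inducing control and 100% = high Mg2+ repressing control; strong numbers were not always called active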
T cell HTS: T cell immune modulators affecting CD8 T cell-vesicle binding; 2C CD8+ T cell-vesicle binding, flow cytometry; active compounds read low; 0.068% of 330,000 active; calls only at 7 µM;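 active = response, share of CD8 T cells binding vesicles, and their 90th percentile fluorescence all below set limits, cut at about 80% in these data, passing the limit was not always enough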
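material = purified 2C TCR transgenic mouse naive CD8+ T cells | controls = Unloaded micro-vesicles (low), QL9 vesicles with 0.7% DMSO (high) | detection = cytometric PE anti-B7-1 and Alexa647 anti-CD8 signals after 1% paraformaldehyde fixation | incubation = binding step 1.5 h, 37 °C, antibody labelling 20 min, ice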
Lipid droplet: modulators of hepatic lipid droplet formation; AML12 mouse hepatocytes, oleate lipid droplets, BODIPY imaging; inhibition, % at 6.5 µM; 0.4% of 240,000 active;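 active = lipid droplet intensity inhibited by at least 50%, with more than 500 cells counted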
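material = mouse AML12 hepatocyte cell line, fixed after treatment | also added = 100 µM oleic acid challenge | doses = compound at 6.5 µM only | schedule = overnight exposure | technique = Image-based BODIPY and DAPI two-channel analysis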
Lipid droplet cells 6.5 µM: recorded beside Lipid droplet, whose call it bears; cell count; measured here: cell count, cytotoxicity flag;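 cells counted across two imaged fields per well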
T cell HTS vesicle-bound %: further read-out of T cell HTS, marked with its call; double positive events, %; measured here: CD8+ vesicle-bound cell fraction;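 binding gate set so that unloaded-vesicle control wells show 10% double positive cells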
* hit, by the source's call; i = inactive. An excerpt. The share of hits here may be higher or lower than overall.

SMILES | PhoP inhibition | T cell HTS | T cell HTS vesicle-bound % | Lipid droplet | Lipid droplet cells 6.5 µM
Cc1ccc(COc2cccc(/C=N/NC(=O)c3nnn(-c4nonc4N)c3C)c2)cc1 | -4% | i | 12 | 24 | 695
CCCc1nnc(SCC(=O)Nc2ccc3c(c2)OCCO3)n1CCOC | 6% | i | 50 | 0 | 837
COc1ccccc1C(=O)NC1CCCc2ccccc21 (stereo not drawn) | 3% | i | 23 | -15 | 821
CCOC(=O)c1c(C)[nH]c(C)c1S(=O)(=O)NCCc1sccc1C | 14% | i | 29 | -6 | 554
Cc1cc(C)nc(NC(=O)NC(=O)c2ccccc2)n1 | -4% | i | 24 | 14 | 674
COc1ccc(NC(=O)CN(C)C(=O)CCc2ccccc2)cc1 | 4% | i | 40 | 14 | 806
CC1=NN(c2ccccc2)C(=O)/C1=C/c1ccc(Cl)cc1 | 4% | i | 63 | 3 | 824
COc1cc(CNC(=O)CCC(=O)N2C[C@H]3C[C@H](C2)c2cccc(=O)n2C3)cc(OC)c1OC | 14% | i | 42 | -13 | 771
CCn1nc(NS(=O)(=O)c2ccccc2)c2cc3ccccc3nc21 | -9% | i | 59 | 5 | 660
CCc1cc2c(=O)oc(-c3ccc(F)cc3)nc2s1 | 1% | i | 29 | -1 | 818
Cc1ccc(C2C(=O)c3ccccc3C2=O)cc1 | -2% | i | 48 | -15 | 780
COc1ccc(S(=O)(=O)Nc2ccc3c(c2)n(C)c(=O)n3C)cc1C | 0% | i | 24 | 9 | 806
COCCOC(=O)C1=C(C)NC(=O)NC1c1cc2c(cc1Br)OCO2 (stereo not drawn) | 1% | i | 25 | -15 | 833
COc1ccc(/C=N/NC(=O)c2cc(-c3ccccc3)nc3ccccc23)c(OC)c1 | -8% | i | 2 | 8 | 859
CC(C)NC(=O)Cn1cc(S(=O)(=O)N2CCCC2)c(S(=O)(=O)N2CCCC2)c1 | -1% | i | 40 | 10 | 690
COC(=O)Cc1c(C)c2ccc(OC3CCCCC3=O)c(C)c2oc1=O (stereo not drawn) | -7% | i | 64 | -6 | 842
CCc1ccc(Nc2n[n+](-c3ccccc3)c(-c3ccc(SC)cc3)s2)cc1 | 11% | i | 26 | -2 | 751
CN(CC(=O)Nc1ccc(F)c(F)c1)S(=O)(=O)c1cccs1 | 7% | i | 31 | 10 | 840
Cc1ccc(S(=O)(=O)N2CCOC2CNC(=O)C(=O)NCCCc2ccccc2)cc1 (stereo not drawn) | -5% | i | 16 | -23 | 639
CCc1ccc(C(=O)Nc2cccc(-c3nn[nH]n3)c2)s1 | -3% | i | 57 | 8 | 892
CC(C)(C)OC(=O)CNC(=O)c1nc[nH]c1C(=O)N1CCc2ccccc2C1 | 3% | i | 9 | 3 | 821
O=C(N/N=C/c1ccc(Cl)s1)C(O)c1ccccc1 (stereo not drawn) | -4% | i | 49 | -2 | 820
COc1ccc(OCC2NCCc3cc(OC)c(OC)cc32)cc1 (stereo not drawn) | 1% | i | 27 | -3 | 746
O=C(Nc1ccc2c(c1)CCC2)Nc1ccccc1Cl | 16% | i | 5 | 4 | 902
Cc1ccccc1-n1c(SCC(=O)N2CCOCC2)nc(O)c(Cc2ccccc2)c1=O | 12% | i | 12 | 0 | 677

Sorted by molecular weight (low to high): part of the list above.
SMILES | PhoP inhibition | T cell HTS | T cell HTS vesicle-bound % | Lipid droplet | Lipid droplet cells 6.5 µM
Cc1ccc(C2C(=O)c3ccccc3C2=O)cc1 | -2% | i | 48 | -15 | 780
Cc1cc(C)nc(NC(=O)NC(=O)c2ccccc2)n1 | -4% | i | 24 | 14 | 674
CCc1cc2c(=O)oc(-c3ccc(F)cc3)nc2s1 | 1% | i | 29 | -1 | 818
COc1ccccc1C(=O)NC1CCCc2ccccc21 (stereo not drawn) | 3% | i | 23 | -15 | 821
O=C(Nc1ccc2c(c1)CCC2)Nc1ccccc1Cl | 16% | i | 5 | 4 | 902
O=C(N/N=C/c1ccc(Cl)s1)C(O)c1ccccc1 (stereo not drawn) | -4% | i | 49 | -2 | 820
COc1ccc(OCC2NCCc3cc(OC)c(OC)cc32)cc1 (stereo not drawn) | 1% | i | 27 | -3 | 746
CN(CC(=O)Nc1ccc(F)c(F)c1)S(=O)(=O)c1cccs1 | 7% | i | 31 | 10 | 840
CCn1nc(NS(=O)(=O)c2ccccc2)c2cc3ccccc3nc21 | -9% | i | 59 | 5 | 660
COC(=O)Cc1c(C)c2ccc(OC3CCCCC3=O)c(C)c2oc1=O (stereo not drawn) | -7% | i | 64 | -6 | 842
CCc1ccc(Nc2n[n+](-c3ccccc3)c(-c3ccc(SC)cc3)s2)cc1 | 11% | i | 26 | -2 | 751
COc1ccc(/C=N/NC(=O)c2cc(-c3ccccc3)nc3ccccc23)c(OC)c1 | -8% | i | 2 | 8 | 859
COCCOC(=O)C1=C(C)NC(=O)NC1c1cc2c(cc1Br)OCO2 (stereo not drawn) | 1% | i | 25 | -15 | 833
Cc1ccc(COc2cccc(/C=N/NC(=O)c3nnn(-c4nonc4N)c3C)c2)cc1 | -4% | i | 12 | 24 | 695
CC(C)NC(=O)Cn1cc(S(=O)(=O)N2CCCC2)c(S(=O)(=O)N2CCCC2)c1 | -1% | i | 40 | 10 | 690
Cc1ccc(S(=O)(=O)N2CCOC2CNC(=O)C(=O)NCCCc2ccccc2)cc1 (stereo not drawn) | -5% | i | 16 | -23 | 639
COc1cc(CNC(=O)CCC(=O)N2C[C@H]3C[C@H](C2)c2cccc(=O)n2C3)cc(OC)c1OC | 14% | i | 42 | -13 | 771

Following part.
SMILES | PhoP inhibition | T cell HTS | T cell HTS vesicle-bound % | Lipid droplet | Lipid droplet cells 6.5 µM
C/C(CCc1ccccc1)=N\NC(=S)NCCc1ccccc1 | -6% | i | 16 | 0 | 806
Cc1coc2c(C)c3oc(=O)c(CCC(=O)NCCCn4ccnc4)c(C)c3cc12 | -5% | i | 49 | -10 | 794
COc1ccc(C(=O)O)cc1NCc1cccnc1 | -4% | i | 41 | 6 | 848
COc1ccccc1NC(=O)CSc1nc2sc3c(c2c(=O)n1-c1ccccc1)CCN(C)C3 | 6% | i | 9 | 11 | 798
COc1ccc(C(=O)CSc2nnc(CNC(=O)c3ccccc3)n2C)cc1 | 3% | i | 50 | -7 | 671
COc1ccccc1CNC(=O)c1nn(C)c2c1CS(=O)(=O)c1ccccc1-2 | -8% | i | 13 | 3 | 731
COc1ccc(N2CCN(C(=O)c3ccc(S(=O)(=O)N4CCCC4)cc3)CC2)cc1 | -3% | i | 23 | -3 | 796
CC(C)c1cc(NCCOCCO)n2c(nc3ccccc32)c1C#N | -4% | i | 54 | -16 | 756
CC(=O)Nc1ccc(/C=N/Nc2nncc3ccccc23)cc1 | 14% | i | 28 | 5 | 727
O=C(CCn1cccn1)Nc1ccc(-c2ccno2)cc1 | 12% | i | 2 | -2 | 743
COc1cc(NC(=O)C2=C(C)OCCS2)c(Cl)cc1C(=O)NCCN(C)C | 0% | i | 47 | -6 | 779
Cc1cc(C)cc(NC(=O)C2C3C=CC4(O3)C2C(=O)N(CCCN(C)C)C4C(=O)NC2CCCC(C)C2C)c1 (stereo not drawn) | 0% | i | 26 | -9 | 804
CCc1ccc(S(=O)(=O)NCCOc2cccc3cccnc23)cc1 | -4% | i | 14 | -10 | 766
O=C(c1ccc(CS(=O)Cc2ccc(Cl)cc2)o1)N1CCN(c2ccccn2)CC1 (stereo not drawn) | -2% | i | 24 | 16 | 731
O=C(CSc1nccn1Cc1ccco1)Nc1ccccc1 | -5% | i | 64 | 15 | 600
COc1cccc(C(=O)Nc2cc(C)nn2-c2ccccc2)c1OC | 2% | i | 30 | 0 | 869
Cc1cc(C)c2nc(N(CCN(C)C)C(=O)/C=C/c3cccs3)sc2c1 | -2% | i | 24 | 1 | 671
Cc1nn(C(C)C(=O)NCc2ccco2)c(=O)c2nn(-c3ccccc3)c(C)c12 (stereo not drawn) | -8% | i | 14 | 5 | 733
CCc1cc(C(=O)N2CCCC(C(=O)c3ccc(OC)c(F)c3)C2)n(C)n1 (stereo not drawn) | -9% | i | 10 | -13 | 707
CCN(Cc1ccc(OC)c(F)c1)C(=O)C1CCCO1 (stereo not drawn) | -3% | i | 21 | -5 | 811
NC(=S)N/N=C/c1ccc(OC(=O)c2cccnc2)cc1 | -7% | i | 10 | 8 | 713
Cc1ccc(OCC(=O)NCCCNC(=O)c2cnccn2)cc1C | 0% | i | 12 | -3 | 827
Cc1cc(-c2ccc(C(C)C)c(S(=O)(=O)Nc3ccccn3)c2)on1 | -2% | i | 56 | 2 | 733
COCCCNC(=S)N1CCN(c2nc(-c3ccc(F)cc3)cs2)CC1 | 4% | i | 53 | -8 | 799
CC1CN(C(=O)CSc2nnc(-c3ccccc3)o2)CC(C)O1 (stereo not drawn) | -1% | i | 13 | -4 | 663
Continued.
SMILES | PhoP inhibition | T cell HTS | T cell HTS vesicle-bound % | Lipid droplet | Lipid droplet cells 6.5 µM
COc1cc(/C=C2/CC(C)OC2=O)c([N+](=O)[O-])cc1OC (stereo not drawn) | 1% | i | 58 | -2 | 801
C#CCn1cnc2c(oc3ccccc32)c1=O | -3% | i | 52 | -10 | 736
CCOc1ccc(NC(=O)C(C)Sc2nccn2C)cc1 (stereo not drawn) | 9% | i | 66 | -9 | 799
COc1ccc(-c2nc(CN3CCN(C(=O)c4ccco4)CC3)c(C)o2)cc1OC | 4% | i | 52 | -2 | 838
Cc1nc(NC(=O)CN2CCN(c3ccccc3F)CC2)sc1C(=O)N(C)C | 9% | i | 51 | 0 | 888
Cc1ccc(C)c(NC(=O)NNC(=O)CCc2ccccc2)c1 | 3% | i | 5 | -14 | 822
CSCCC(NC(=O)c1ccco1)C(=O)N1CC=C(c2ccccc2)CC1 (stereo not drawn) | 12% | i | 7 | 9 | 846
O=C(Nc1ccc(C(=O)O)cc1)/C(=C\C=C\c1ccccc1)NC(=O)c1ccccc1Cl | 6% | i | 31 | -2 | 614
CCCNC(=S)N1CCC(NC(=O)c2ccc(C)cc2)CC1 | 2% | i | 35 | 19 | 844
Cc1cc(C)cc(C(=O)Nc2c3c(nn2C(C)(C)C)CS(=O)(=O)C3)c1 | 3% | i | 9 | -5 | 754
CC1CCCN(S(=O)(=O)c2ccc3c(c2)c(=O)nc2ccc(Cl)cn23)C1 (stereo not drawn) | -4% | i | 21 | 11 | 759
CCCn1cc(S(=O)(=O)c2ccc(C)cc2)c(=O)c2cc(OC)ccc21 | 9% | i | 32 | -18 | 772
CCOC(=O)c1cnc2c(ccc3ccccc32)c1NCCN(C)C | 11% | i | 57 | 0 | 818
O=C(Nc1nnc2n1CCS2)c1ccc(Br)o1 | -6% | i | 24 | -5 | 765
O=C1NC(c2ccccc2)CCO1 (stereo not drawn) | -8% | i | 36 | 5 | 768
COC(=O)C1=C(O)/C(=C\c2ccc(OCC(=O)Nc3ccc(OC)cc3)cc2)N=C1C | 4% | i | 32 | -2 | 653
N#CC1=C(N)OC2=C(C(=O)CCC2)C1c1ccc2c(c1)OCO2 (stereo not drawn) | -2% | i | 56 | -8 | 784
CCn1c(SCC(=O)N2CCCCC2)nc2c(c1=O)SCC2 | 5% | i | 68 | -1 | 883
COCC1CCN(C(=O)c2ccc3oc(Cc4ccc(Cl)cc4)nc3c2)C1 (stereo not drawn) | 2% | i | 58 | -14 | 600
COc1cccc(NC(=O)Cn2c3ccc(OC)cc3c3nc4n(c(=O)c32)CCS4)c1 | -6% | i | 15 | 9 | 754
Cc1nn(-c2ccc(Cl)cc2)c2[nH]c(CCl)cc(=O)c12 | 4% | i | 24 | -9 | 761
O=C1CNC(=S)N1Cc1ccc(Cl)cc1 | 8% | i | 48 | -34 | 387
Cn1c(C(=O)NC2CCCCC2)cc2c(=O)n3ccccc3nc21 | -7% | i | 6 | -22 | 710
O=C(Nc1ccc(F)cc1)c1nc(S(=O)(=O)Cc2ccccc2)ncc1Cl | -12% | i | 1 | -56 | 707
Cc1cc(C)nc(CCNC(=O)CC2C(=O)NCCN2Cc2ccc(F)cc2Cl)n1 (stereo not drawn) | -2% | i | 13 | -1 | 806
(continued)
SMILES | PhoP inhibition | T cell HTS | T cell HTS vesicle-bound % | Lipid droplet | Lipid droplet cells 6.5 µM
Cc1ccc(NC(=O)CCNS(=O)(=O)c2ccc3c(c2)CCC(=O)N3)cc1 | 0% | i | 31 | 12 | 669
Cc1cccc(N(CC(=O)NC2CCCCC2)C(=O)c2csnn2)c1 | -7% | i | 48 | 0 | 883
Cc1ccccc1C(=O)N1CCC(C(=O)N(C)CC(=O)Nc2cccc(F)c2)CC1 | -5% | i | 33 | -8 | 823
O=C(NCCc1ccccc1)C1CCC(=O)N1CCc1ccccc1 (stereo not drawn) | 3% | i | 46 | -9 | 416
O=C(CNC(=O)c1ccc(Br)cc1)N/N=C/c1cccnc1 | -3% | i | 40 | 2 | 635
CCOC(=O)c1sc(N/N=C/c2cc(Br)c(O)c(OC)c2)nc1C | 3% | i | 37 | 14 | 839
COc1ccc(CN2CCC(=O)N([C@H](CO)Cc3ccccc3)CC2)cc1 | 4% | i | 23 | -15 | 792
